sdo1 growth: compounds rescuing growth of sdo1-depleted yeast, bone marrow failure model | actives 0.21% (n = 140,000) | S. cerevisiae sdo1-depleted JHY4D growth rescue, OD600 30 h; hits give high values; pdr5 snq2 efflux-pump mutant strain | z-score at 10 µM;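 active = z-score above 3 at both the 24 hr and the 30 hr optical density reads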;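 note: z-score against mean and SD of all compound wells on the same plate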
INS promoter inh: TRM-6 insulin promoter activity inhibition; actives 0.9% (n = 130,000); TRM-6 cells (human fetal islet line), insulin promoter-eGFP reporter, imaging; reporter expression induced with tamoxifen; inhibition, % at 2 µM;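 active = inhibition above the mean plus 3 SD, with well images judged a real hit on visual review, cut at about 60% in these data, passing the limit was not always enough; inconclusive = inhibition over the cutoff but images rejected on review; inactive = inhibition not above the cutoff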
sdo1 growth Rescue 24 h: also measured in sdo1 growth; calls as there; z-score; S. cerevisiae sdo1-depleted JHY4D growth rescue, OD600; measured here: growth rescue at 24 h;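 0 is the plate mean of compound wells and units are plate SD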
* hit, by the source's call; u = inconclusive; x = no result given; & = joins results of further samples; [ ] = another dose, or the depositor's remark. The order is random; any-hit rate near 0.94%.

nr	Molecule	INS promoter inh	sdo1 growth	sdo1 growth Rescue 24 h
1	COC(=O)c1c(C(=O)OC)c(-c2cccc(C)c2)n2c1CS(=O)C2 (stereo not given)	-15	x	x
2	O=C(NCc1cccnc1)c1nc(-c2ccc(C(F)(F)F)cc2)no1	-300	x	x
3	COc1ccc(C(NC(=O)/C=C/c2ccco2)c2ccc(OC)c(OC)c2)cc1 (stereo not given)	-54	0.18	-0.07
4	O=C(c1cccn2c(=O)c3cc(Cl)ccc3nc12)N1CCOCC1	-52	0.02	-0.6
5	O=C(COC(=O)CCc1c[nH]c2ccccc12)NCc1ccc(Cl)cc1	9	-0.85	-0.98
6	O=C(O)c1ccc(COc2ccc(/C=N/NC(=O)c3cccs3)cc2)cc1	-9	2	0.57
7	Cc1ccc(N(CC(N)=O)C2SC(=O)N(Cc3cccc(C(=O)O)c3)C2=O)cc1 (stereo not given)	-41	-0.09	0.14
8	O=C(COC(=O)c1ccccc1Nc1ccccc1)NCc1ccccc1Cl	x	-0.29	1.2
9	Cc1ccc(C)c(CSc2nnc(-c3cccnc3)o2)c1	-96	-0.46	-0.1
10	Cc1cc(C)n2cc(CSc3ccccn3)nc2n1	67	x	x
11	CCOC(=O)C1CCN(c2c(N(C)Cc3ccco3)c(=O)c2=O)CC1	x	0.25	-0.47
12	Cc1ccc2c(c1)C1OCCC1C1N2C(=O)C2C(C(=O)O)C3C=CC21O3 (stereo not given)	-78	-0.02	-1.6
13	O=C(COC(=O)CNC(=O)C1CCCCC1)Nc1ccc(Cl)cn1	-44	-0.95[4.2 µM]	-1.2
14	Cc1cccc(C)c1NC(=O)C1(N(Cc2ccco2)C(=O)c2ccccn2)CCCC1	-140	0.44	0
15	CCOC(=O)C(=O)Nc1ccccc1C(=O)NC(C)C	-10	0.2	-0.73
16	CCCCn1c(-c2cccnc2)n[nH]c1=S	x	2.3	2.6
17	CCOC(=O)N1CCC(NC(=O)CCS(=O)(=O)c2ccc3c(c2)CCN3C(C)=O)CC1	-44	0.82	0.69
18	CCOC(=O)C1CCN(CC(=O)NC(=O)NC2CCCCC2)CC1	46	x	x
19	CC1=CC(C)(C)N2C(=O)C3(SCC(=O)N3c3ccc(O)cc3)c3cc(C)cc1c32 (stereo not given)	x	-1.8	-1.3
20	COc1ccc(C)cc1NC(=O)c1cc2ccccc2o1	-8	-0.58	0.8
21	COc1cc(OC)cc(C(=O)Nc2ncc3c(n2)CC(C)CC3=O)c1 (stereo not given)	0	x	x
22	Cn1c(=O)[nH]c(=O)c2c1nc(NCCCn1ccnc1)n2CCOc1ccccc1	9	0.76	0.9
23	Cc1csc(NC(=O)c2ccc(S(=O)(=O)N(C)c3ccccc3)cc2)n1	49	-0.38	-1
24	c1csc(-c2nn3c(Cn4cnc5ccccc54)nnc3s2)c1	48	-0.5	-0.97
25	COc1ccc(C(=O)COC(=O)C2CCN(S(=O)(=O)c3cccc4cccnc34)CC2)cc1	-130	-1	-1.5
26	COc1ccc(-c2cn3c4c(sc3n2)CCCC4)cc1	24	-2.5	-1.6
27	CN(C)C(=O)c1cn(-c2ccccc2)c(=O)c2ccccc12	-41	1.2	0.54
28	O=C(NCCC(c1ccccc1)c1ccccc1)c1cnc2sccn2c1=O	17	x	x
29	O=C(NNC(=O)c1cccc(Br)c1)Nc1ccc(Cl)cc1	-11	x	x
30	CCCCNC(=O)NS(=O)(=O)c1cnccc1Sc1ccc(Cl)cc1	-8	1.5	0.96

Continuation.
nr	Molecule	INS promoter inh	sdo1 growth	sdo1 growth Rescue 24 h
31	CCC(=O)Nc1c(C)nn(C(=O)CC)c1C	x	1.9	-0.41
32	CCOC(=O)c1c(NC(=O)Cn2cnc([N+](=O)[O-])n2)sc2c1CCCC2	23	-0.68	-0.56
33	CCCCOC(=O)c1nc[nH]c1C(=O)OCCCC	u	x	x
34	CSc1nc2cc(S(=O)(=O)N3CCOCC3)ccc2s1	-25	0.81	0.85
35	CCC(C)NC(=O)c1ccccc1-c1nc2ccccc2[nH]1 (stereo not given)	-79	x	x
36	C/C(=N\NC(=O)c1ccccc1)c1ccc(-n2ccnc2)cc1	9	0.84	1
37	CCOc1ccc(S(=O)(=O)N(CC)CC)cc1NS(=O)(=O)c1ccc(F)c(F)c1F	22	-0.24	-0.46
38	CC(C)OC(=O)CSc1nnc(-c2ccncc2)n1N	55	0.86	0.09
39	COc1ccc2[nH]c3c(N4CCN(Cc5ccc6c(c5)OCO6)CC4)ncnc3c2c1	x	-1	-0.46
40	Cc1cc(-c2cc(C(=O)O)c3ccccc3n2)c(C)s1	-6	x	x
41	O=C(O)C1OC(Oc2c(-c3ccc(O)c(O)c3)oc3cc(O)cc(O)c3c2=O)C(O)C(O)C1O (stereo not given)	-100	-0.18	-0.71
42	CC(C)(C)NC(=O)C(c1ccncc1)N(Cc1ccco1)C(=O)c1ccc(-c2ccccc2)[nH]1 (stereo not given)	-33	x	x
43	CCOC(=O)C1=C(C)NC(C)=C(C(=O)OCC)C1	62	1.3	0.93
44	CCOc1ccccc1NC(=O)C(OC(=O)c1ccc(CC)cc1)c1ccccc1 (stereo not given)	25	-0.04	-0.26
45	Cc1ccc2cc(C(=O)O)c(C)nc2c1	-3	0.11	-1.1
46	Cc1cc(C)n(-c2nc3ccccc3nc2N2CCN(C(=O)c3ccc(F)cc3)CC2)n1	40	-0.87	-1.4
47	COc1ccc(S(=O)(=O)N(CCCN2CCCC2=O)Cc2cc3cc(C)c(C)cc3[nH]c2=O)cc1	x	1.4	2.7
48	O=C(NCc1ccco1)c1nn(-c2ccccc2)c(=O)c2ccccc12	x	-0.33	-0.45
49	O=c1c(Cl)c(N/N=C/c2ccc(Cl)cc2)cnn1-c1ccccc1	-17	-2.1	-1.4
50	O=C(CSc1nc2c(c(C(F)(F)F)n1)CCc1ccccc1-2)NCc1ccco1	-24	-0.53	-0.56
51	CCOc1cc(/C=N\NC(=O)Cn2nc([N+](=O)[O-])cc2C)ccc1OCc1cccc2ccccc12	-19	-0.74	-0.21
52	CC(=O)NCCOC(=O)Nc1sc(=S)n(C)c1C	-11	-1	-1.1
53	C/C(=N\NS(=O)(=O)c1ccc([N+](=O)[O-])cc1)c1ccc(NC(=O)c2ccco2)cc1	-71	x	x
54	COc1ccc(N=Cc2oc3ccc4ccccc4c3c2O)cc1	-114	x	x
55	CC(C)Oc1ccc(CNC2CCOC(C)(C)C2)cc1 (stereo not given)	x	0.83	0.77
56	Cc1csc(NC(=O)c2nc3nc(C)cc(C)n3n2)n1	21	0.05	-0.75
57	CCOc1ccc2ccccc2c1/C=N/n1cncn1	-5	-0.49	-0.73
58	COc1ccccc1NC(=S)NCc1cccs1	-20	0	-0.33
59	O=C(N/N=C/c1sc(N2CCCCC2)nc1-c1cccs1)C1CC1	-55	x	x
60	COc1ccc(-c2c(C)n([O-])c3c([n+]2=O)CCCCC3)cc1	10	0.33	0.13

A draw from above in order of length of the SMILES, rising:
nr	Molecule	INS promoter inh	sdo1 growth	sdo1 growth Rescue 24 h
55	CC(C)Oc1ccc(CNC2CCOC(C)(C)C2)cc1 (stereo not given)	x	0.83	0.77
44	CCOc1ccccc1NC(=O)C(OC(=O)c1ccc(CC)cc1)c1ccccc1 (stereo not given)	25	-0.04	-0.26
32	CCOC(=O)c1c(NC(=O)Cn2cnc([N+](=O)[O-])n2)sc2c1CCCC2	23	-0.68	-0.56
51	CCOc1cc(/C=N\NC(=O)Cn2nc([N+](=O)[O-])cc2C)ccc1OCc1cccc2ccccc12	-19	-0.74	-0.21

Carrying on:
nr	Molecule	INS promoter inh	sdo1 growth	sdo1 growth Rescue 24 h
61	CCOC(=O)c1cnc(Nc2nc3ccccc3o2)nc1CN1CCN(C)CC1	-10	0.22	0.41
62	CCCCCCCN1C2=NCCCN2c2ccccc21	-49	x	x
63	NC(=NCCc1c[nH]c2ccccc12)NC(=O)c1ccc(Cl)cc1	20	x	x
64	COc1cc(CO)cc(-c2cc(CO)cc(OC)c2OC)c1OC	50	-0.44	-0.58
65	CCOc1ccc(-c2csc(NC(=O)c3ccc(S(=O)(=O)N4CCc5ccccc5C4)cc3)n2)cc1	x	-0.8	-0.18
66	O=C(COC(=O)c1cc(-c2cccs2)nc2ccccc12)NC1CCS(=O)(=O)C1 (stereo not given)	10	x	x
67	COc1ccc(Nc2nnc(Cc3ccccc3)c(=O)[nH]2)c(OC)c1	86*	0.9	0.85
68	Cc1cc(C)n(CC(C)O)c(=O)c1C#N (stereo not given)	46	-0.01	-1.2
69	COC(=O)c1ccc(Sc2ccccc2NS(=O)(=O)c2ccc(NC(C)=O)cc2)nc1	50	1	1.4
70	C(=C\c1nc(-c2cccnc2)no1)/c1ccccc1	70*	x	x
71	C/C(=C\C(=S)Nc1ccccc1)Nc1cccc2ccccc12	19	-0.95	-0.45
72	O=C(Nc1ccccc1)N1CCSc2cc(Cl)ccc21	29	0.32	-0.31
73	COc1ccc(N/C(=C(/C(Cl)=C(Cl)Cl)[N+](=O)[O-])n2nnc3ccccc32)cc1	-74	-0.18	-0.44
74	COc1ccc(NC(=O)CSc2nnc(-c3cccnc3)o2)cc1	x	0.56	0.17
75	Cc1cccc(OC(=O)C2C(c3ccccc3)C(C(=O)O)C2c2ccccc2)c1 (stereo not given)	25	-0.43	-1.1
76	COc1ccc(NC(=S)Nc2ccc(N(C)C(C)=O)cc2)cc1	5	x	x
77	Cc1cc(SCC(N)=O)nc(SCC(=O)c2ccccc2)n1	-39	0.71	0.31
78	Cc1nn(C)c(C(=O)Nc2ccc(S(=O)(=O)NC34CC5CC(CC(C5)C3)C4)cc2)c1Br	10	-0.58	-0.5
79	Cc1nc2oc(C(=O)c3ccc(Br)cc3)c(N)c2c2c1COC(C)(C)C2	64	-0.84	0.49
80	C/C(CC1CC(C)(C)OC1=O)=N/Nc1nc(-c2ccccc2)cs1 (stereo not given)	x	-0.7	-0.93
81	O=C1CC(N2CCN(Cc3ccc4c(c3)OCO4)CC2)C(=O)N1c1cccc(Cl)c1 (stereo not given)	-11	-0.25	0.03
82	CN(C)S(=O)(=O)c1ccc(S(=O)(=O)N(CC(=O)Nc2ccccc2)CC2CCCO2)cc1 (stereo not given)	x	0.86	-0.42
83	CCOc1ccccc1-n1c(COc2ccccc2)nnc1SCC(N)=O	x	0.15	-0.58
84	Cc1ccc(Nc2nc(N3CCN(C)CC3)nc(N)c2[N+](=O)[O-])cc1C	-27	-0.64	-1.3
85	Cn1c(SCC(N)=O)nnc1C1CCN(C(=O)NCc2ccccc2)CC1	39	0.17	-0.1
86	O=C1c2ccccc2NC(c2cn[nH]c2-c2ccccc2)N1O (stereo not given)	13	-0.91	-1.4
87	CN(Cc1cccc2ncccc12)C(=O)CC1C(=O)NCCN1Cc1ccc(F)cc1 (stereo not given)	-50	x	x
88	C/C=C/c1ccc(OCCOc2ccc(C=O)cc2)c(OC)c1	-34	-0.37	-0.16
89	O=S(=O)(NCc1ccc2c(c1)OCO2)c1ccc2oc3ccccc3c2c1	-169	x	x
90	Cc1ccccc1NC(=O)CC1SCCNC1=O (stereo not given)	-56	0.58	-0.02

(list continues)
nr	Molecule	INS promoter inh	sdo1 growth	sdo1 growth Rescue 24 h
91	CCCCn1c(CN2CCN(c3cccc(Cl)c3)CC2)nc2c1c(=O)[nH]c(=O)n2C	-44	-1.2	-1.2
92	COc1cc(/C=N/NC(=O)CSc2nc3ccccc3n2C)cc(OC)c1OC	-25	1.7	0.54
93	Cn1c(=O)n(CC(=O)OCc2ccccc2)c(=O)c2c1nc1n2CCCN1C1CCCCC1	0	x	x
94	CC1(C)Cc2ccccc2-c2nnc(-c3cccc(O)c3)n21	-24	0.05	0.37
95	Cc1cn(S(=O)(=O)c2ccc(Br)cc2)cn1	40	0.35	-0.34
96	O=C(CNC(=O)c1ccc(F)cc1)N/N=C/c1ccc(O)c([N+](=O)[O-])c1	x	-0.13	-0.8
97	CC1(C)CC(=O)c2cnn(-c3nc4ccccc4[nH]3)c2C1	x	0.09	0.81
98	CC(C)c1nc(N2CCOCC2)c(C#N)c2c1CCC2	43	0.17	-0.49
99	C=CCN1C(=O)CSc2ccc(C(=O)NCc3cccs3)cc21	-11	x	x
100	Cc1ccc(C(=O)Nc2c(C)n(C)n(-c3ccccc3)c2=O)cc1	-93	x	x
101	O=C(NCc1cccnc1)C1CCCCN1S(=O)(=O)c1ccc(F)cc1 (stereo not given)	x	-0.01&0.31	0.54&0.22
102	Cc1cccc(NC(=O)c2cc3c(=O)n4ccccc4nc3n(CC(C)C)c2=N)c1	0	x	x
103	O=C(CN(C(=O)Cn1nnc(-c2ccccc2F)n1)c1cccc2c1CCCC2)NCc1ccccc1	2	-0.3	0.05
104	CCCCCn1c(C(Cc2ccccc2)NC(C)=O)nc2ccccc21 (stereo not given)	x	-0.44	-0.59
105	CCOc1ccc(-n2c(N)c(C(=O)NCC3CCCO3)sc2=S)cc1 (stereo not given)	-44	1.9	0.93
106	Cc1c(C(=O)NCC2CCCO2)cccc1[N+](=O)[O-] (stereo not given)	x	0.76	0.66

Screening data as filed in PubChem BioAssay.
